SDO1 yeast rescue = sdo1-depleted yeast growth rescue. z-score at 10 µM. S. cerevisiae sdo1-depleted JHY4D growth rescue, OD600 30 h; active compounds read high; pdr5 snq2 efflux-pump mutant strain. 140,000 tested, 0.21% active;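 active = z-score above 3 at both the 24 hr and the 30 hr optical density reads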;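 also: z-score against mean and SD of all compound wells on the same plate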
INS promoter inh = TRM-6 insulin promoter activity inhibition; TRM-6 cells (human fetal islet line), insulin promoter-eGFP reporter, imaging; reporter expression induced with tamoxifen; inhibition, % at 2 µM; AID 1273; 130,000 tested, 0.9% active;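 active = inhibition above the mean plus 3 SD, with well images judged a real hit on visual review, cut at about 60% in these data, passing the limit was not always enough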
SDO1 yeast rescue Rescue 24 h = recorded beside SDO1 yeast rescue, whose call it bears; z-score; S. cerevisiae sdo1-depleted JHY4D growth rescue, OD600; measured here: growth rescue at 24 h;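 0 is the plate mean of compound wells and units are plate SD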
* = called active by the depositor.

For COc1c(Br)cc(C(N)=O)cc1OCc1ccccc1 the results were SDO1 yeast rescue -0.09, INS promoter inh 3 and SDO1 yeast rescue Rescue 24 h -0.32.
For CC(=O)n1c2ccccc2c2nc(NC(C)C)sc21 the results were SDO1 yeast rescue 0.46, INS promoter inh 9 and SDO1 yeast rescue Rescue 24 h 0.4.
CCCc1ccc(C(=O)CCC(=O)O)cc1 was read as SDO1 yeast rescue 1, INS promoter inh -39 and SDO1 yeast rescue Rescue 24 h 0.06.
CC1CN(C(=O)c2ccn(C)n2)CC(C)O1 (configuration not stated) was read as SDO1 yeast rescue 0.53, INS promoter inh 25 and SDO1 yeast rescue Rescue 24 h -0.41.
Screening Cc1ccc(Oc2cc(NC(=O)CCCn3nc([N+](=O)[O-])cc3C)cc([N+](=O)[O-])c2)cc1 returned SDO1 yeast rescue -0.7, INS promoter inh -36 and SDO1 yeast rescue Rescue 24 h -0.2.
COC(=O)c1ccc(/C=N/OCC(=O)NC2CCCC(C)C2C)cc1 (configuration not stated) was read as SDO1 yeast rescue -0.41, INS promoter inh 9 and SDO1 yeast rescue Rescue 24 h -0.64.
For Cc1nc2sc(C(c3ccco3)N3CCC4(CC3)OCCO4)c(O)n2n1 (configuration not stated) the results were INS promoter inh -119.
CCN(CC)c1ccc2c(C)c(-c3ccc(N)cc3)c(=O)oc2c1 was read as SDO1 yeast rescue -1.6, INS promoter inh 2 and SDO1 yeast rescue Rescue 24 h -1.4.
Screening O=C(c1ccco1)N1CCN(c2ncnc3sc4c(c23)CCC4)CC1 returned SDO1 yeast rescue 0.86 and SDO1 yeast rescue Rescue 24 h 2.4.
For CCOC(=O)/C=C1\SCC(=O)N1CC(=O)Nc1ccccc1OC(F)F the results were SDO1 yeast rescue -1.2 and SDO1 yeast rescue Rescue 24 h -1.8.
CC(=O)c1cccc(NC(=O)NCc2ccccn2)c1 was read as SDO1 yeast rescue 0.82, INS promoter inh 48 and SDO1 yeast rescue Rescue 24 h -0.06.
Nc1cc(=O)nc(SCC(=O)Nc2ccccc2Cl)n1-c1ccccc1 was read as INS promoter inh 17.
O=C(NCCc1ccccc1)c1cccnc1N1CCCCCC1 was read as SDO1 yeast rescue 0.74, INS promoter inh 0 and SDO1 yeast rescue Rescue 24 h 0.99.
For CCCCNC(=O)CSc1nc2ccc(N3CCOCC3)cc2c(=O)n1CCc1ccccc1 the results were SDO1 yeast rescue -0.95 and SDO1 yeast rescue Rescue 24 h -0.86.
For COc1ccc(Sc2ccc(/C=C3\C(=O)NN(c4ccccc4)C3=O)o2)cc1 the results were SDO1 yeast rescue -0.66, INS promoter inh 29 and SDO1 yeast rescue Rescue 24 h 0.15.
For CCOC(=O)c1cc(-c2cccs2)nc2c1c(C)nn2-c1ccccn1 the results were INS promoter inh 29.
`CC(C)CNC(=O)COC(=O)c1ccc([N+](=O)[O-])cc1Cl` gave SDO1 yeast rescue 1.2 and SDO1 yeast rescue Rescue 24 h 0.96.
`COc1ccc(S(=O)(=O)N2CCN(S(=O)(=O)c3ccc(C(F)(F)F)cc3)CC2)cc1C` gave SDO1 yeast rescue -0.79, INS promoter inh 21 and SDO1 yeast rescue Rescue 24 h -1.
Screening O=C(COc1ccc(/C=N/NS(=O)(=O)c2ccccc2)cc1)Nc1cccc(Cl)c1 returned SDO1 yeast rescue 0.02, INS promoter inh 20 and SDO1 yeast rescue Rescue 24 h 0.03.
`Cc1nc(CSc2nc3[nH]ncc3c(=O)n2-c2ccccc2)cs1` gave SDO1 yeast rescue 1.2, INS promoter inh -9 and SDO1 yeast rescue Rescue 24 h 1.4.
`CCCN(CCC)C(=O)c1c(NC(=O)CC)sc2c1CCCCC2` gave SDO1 yeast rescue 0.11, INS promoter inh -62 and SDO1 yeast rescue Rescue 24 h 0.42.
Screening Cc1ccnc(NC2(C(F)(F)F)N=C3SCCN3C2=O)c1 (configuration not stated) returned INS promoter inh -12.
For CNC(=O)c1[nH]cnc1C(=O)Nc1ccccc1OC the results were SDO1 yeast rescue 1.3, INS promoter inh 15 and SDO1 yeast rescue Rescue 24 h 1.4.
For O=C(Cn1cc2c(n1)CCCCC2)NCc1ccccc1 the results were SDO1 yeast rescue -1.6 and SDO1 yeast rescue Rescue 24 h -1.5.
Screening OCCN(Cc1ccccc1)Cc1cccc(Cl)c1Cl returned SDO1 yeast rescue -0.95, INS promoter inh -31 and SDO1 yeast rescue Rescue 24 h -0.35.
Screening CCOC(=O)c1sc(NC(=O)c2ccc(CC)s2)nc1C returned SDO1 yeast rescue -0.35, INS promoter inh -40 and SDO1 yeast rescue Rescue 24 h -0.03.
Screening COc1ccc(N2CCN(C(C)C(=O)N3CCCC3)CC2)cc1 (configuration not stated) returned INS promoter inh -23.
Screening CCNc1nc(Oc2ccc(=O)[nH]n2)nc(N2CCOCC2)n1 returned SDO1 yeast rescue 0.16, INS promoter inh 75* and SDO1 yeast rescue Rescue 24 h -0.29.
Nc1nc(SCC(=O)NC2CCCC2)[nH]c(=O)c1-c1ccccc1 was read as SDO1 yeast rescue 0.72, INS promoter inh 17 and SDO1 yeast rescue Rescue 24 h 0.47.
For O=C(CSc1nc(-c2ccc(F)cc2)cs1)N1CCc2ccccc21 the results were SDO1 yeast rescue -0.76, INS promoter inh -10 and SDO1 yeast rescue Rescue 24 h -0.65.
Screening Nc1ccccc1C(=O)N/N=C1/C2CN3CCN(C2)CC1(Cc1ccccc1)C3 returned INS promoter inh -100.
Screening Cn1c(=O)oc2cc(S(=O)(=O)NCCC(=O)N3CC=C(c4ccccc4)CC3)ccc21 returned SDO1 yeast rescue 0.37 and SDO1 yeast rescue Rescue 24 h 0.34.
For CCC(=O)NC(c1ccccc1)c1nc2ccccc2[nH]1 (configuration not stated) the results were SDO1 yeast rescue 1.2, INS promoter inh -16 and SDO1 yeast rescue Rescue 24 h 1.1.
Screening Cc1ccc(NC(=O)c2ccc(C#CC3(O)CCCCC3)cc2)cc1C returned SDO1 yeast rescue -1.2, INS promoter inh 25 and SDO1 yeast rescue Rescue 24 h -0.68.
CC(=O)C1=C(C)OC(N)=C(C#N)C1c1cccc([N+](=O)[O-])c1 (configuration not stated) was read as INS promoter inh -17.
Screening CCOC(=O)c1cnc(SCC(C)C)nc1N returned SDO1 yeast rescue 1.1, INS promoter inh -3 and SDO1 yeast rescue Rescue 24 h 4.
For Cc1ccc(CCc2nnc(SCC(=O)Nc3cc(Cl)ccc3Cl)n2-c2ccccc2)o1 the results were SDO1 yeast rescue -0.97, INS promoter inh -10 and SDO1 yeast rescue Rescue 24 h -0.33.
For Cc1oc(-c2ccc(Cl)cc2)nc1CSCC(=O)NCCCN1CCOCC1 the results were SDO1 yeast rescue 0.11 and SDO1 yeast rescue Rescue 24 h -0.44.
`CCOC(=O)c1c(C)c(C(=O)N2CCN(c3ccccc3)CC2)c(C)n1C` gave INS promoter inh -100.
CCOc1cc2nc(-c3ccc(OC)c(OC)c3)nc(N3CCOCC3)c2cc1OC was read as SDO1 yeast rescue -0.8 and SDO1 yeast rescue Rescue 24 h -0.5.

Arranged by number of heavy atoms (smallest number first): part of the list above
Screening OCCN(Cc1ccccc1)Cc1cccc(Cl)c1Cl returned SDO1 yeast rescue -0.95, INS promoter inh -31 and SDO1 yeast rescue Rescue 24 h -0.35.
For CCC(=O)NC(c1ccccc1)c1nc2ccccc2[nH]1 (configuration not stated) the results were SDO1 yeast rescue 1.2, INS promoter inh -16 and SDO1 yeast rescue Rescue 24 h 1.1.
Nc1nc(SCC(=O)NC2CCCC2)[nH]c(=O)c1-c1ccccc1 was read as SDO1 yeast rescue 0.72, INS promoter inh 17 and SDO1 yeast rescue Rescue 24 h 0.47.
For O=C(CSc1nc(-c2ccc(F)cc2)cs1)N1CCc2ccccc21 the results were SDO1 yeast rescue -0.76, INS promoter inh -10 and SDO1 yeast rescue Rescue 24 h -0.65.

2 entries picked at random from the list so far, as already listed:
CCOc1cc2nc(-c3ccc(OC)c(OC)c3)nc(N3CCOCC3)c2cc1OC was read as SDO1 yeast rescue -0.8 and SDO1 yeast rescue Rescue 24 h -0.5.
For O=C(CSc1nc(-c2ccc(F)cc2)cs1)N1CCc2ccccc21 the results were SDO1 yeast rescue -0.76, INS promoter inh -10 and SDO1 yeast rescue Rescue 24 h -0.65.

Further results.
`O=C(Nc1ccc2c(c1)OCCO2)C1CCN(c2cnccn2)CC1` gave SDO1 yeast rescue -0.05 and SDO1 yeast rescue Rescue 24 h -0.29.
CC(C)(C)NC(=O)C(c1ccccc1)N(Cc1ccco1)C(=O)c1csnn1 (configuration not stated) was read as SDO1 yeast rescue -0.84 and SDO1 yeast rescue Rescue 24 h -1.1.
`Cc1ccccc1Nc1ncnc(N)n1` gave INS promoter inh -82.
`CCc1ccc(CNc2ccc(N3CCN(C(C)=O)CC3)cc2)cc1` gave SDO1 yeast rescue 0.76, INS promoter inh 43 and SDO1 yeast rescue Rescue 24 h 5.2.
Screening COc1ccc(-c2cc(CCCC(=O)NCc3ccccn3)no2)cc1 returned SDO1 yeast rescue 0.53 and SDO1 yeast rescue Rescue 24 h 0.03.
`c1ccc(OCc2nn3c(-c4ccccn4)nnc3s2)cc1` gave SDO1 yeast rescue -0.69 and SDO1 yeast rescue Rescue 24 h 0.59.
Screening Brc1ccc(-c2nnc(SCCC3OCCCO3)o2)cc1 returned SDO1 yeast rescue 0.65 and SDO1 yeast rescue Rescue 24 h 0.06.
For CCC(=O)N1CCc2cc(S(=O)(=O)NCCCN(CC)Cc3ccccc3)ccc21 the results were SDO1 yeast rescue 0.86, INS promoter inh 0 and SDO1 yeast rescue Rescue 24 h 0.26.
Screening COc1ccccc1NC(=O)c1ccc(NC(=O)COC(=O)C2CC2C)cc1 (configuration not stated) returned SDO1 yeast rescue -0.16, INS promoter inh 19 and SDO1 yeast rescue Rescue 24 h 0.07.
Screening CC1CN(c2oc(-c3ccccc3Cl)nc2C#N)CC(C)O1 (configuration not stated) returned SDO1 yeast rescue 0.85, INS promoter inh -28 and SDO1 yeast rescue Rescue 24 h 1.7.
O=C(NCCCN1CCOCC1)c1ccc(CNS(=O)(=O)c2ccc(Br)cc2)cc1 was read as SDO1 yeast rescue 1.1, INS promoter inh 11 and SDO1 yeast rescue Rescue 24 h -0.5.
`Cc1cccc(NC(=S)N/N=C/c2cccn2Cc2ccc(F)cc2)c1` gave INS promoter inh 36.
Screening CCOC(=O)C1=C(C)N(C)C(=O)NC1c1ccc(C)s1 (configuration not stated) returned SDO1 yeast rescue -0.28, INS promoter inh 60 and SDO1 yeast rescue Rescue 24 h -0.83.
Screening CCOP(=O)(c1ccccc1)C(O)c1ccccc1 (configuration not stated) returned SDO1 yeast rescue 0.31, INS promoter inh 3 and SDO1 yeast rescue Rescue 24 h -1.2.
Screening COc1ccc(CN2CCN(C(=O)c3cc(OC)c(OC)c(OC)c3)CC2)cc1OC returned SDO1 yeast rescue -0.38, INS promoter inh 57 and SDO1 yeast rescue Rescue 24 h -1.1.
Screening O=C(CSc1n[nH]c(-c2cc(Cl)ccc2Cl)n1)NCCN1C(=O)CSC1=O returned SDO1 yeast rescue 0.84, INS promoter inh -6 and SDO1 yeast rescue Rescue 24 h 0.49.
`CC(NC(=O)COC(=O)/C=C/c1ccc(Cl)cc1)c1ccccc1` (configuration not stated) gave INS promoter inh -25.
`COc1ccc(CCNC(=O)CC2Nc3ccccc3NC2=O)cc1` (configuration not stated) gave SDO1 yeast rescue 0.43, INS promoter inh 58 and SDO1 yeast rescue Rescue 24 h -0.76.
`CCC1(C)Cc2c(sc3c2c(=O)n(C)c2nnc(SCCc4ccccc4)n32)CO1` (configuration not stated) gave SDO1 yeast rescue -1.1 and SDO1 yeast rescue Rescue 24 h -0.82.
Screening O=C(Nc1c2c(nc3ccccc13)CCCC2)c1cccc([N+](=O)[O-])c1 returned SDO1 yeast rescue -0.01, INS promoter inh -380 and SDO1 yeast rescue Rescue 24 h 0.3.
`CCC(CC)C(=O)Nc1cc(C(=O)OC)cc(C(=O)OC)c1` gave SDO1 yeast rescue -0.11, INS promoter inh -17 and SDO1 yeast rescue Rescue 24 h -0.65.
`COc1ccccc1C(=O)N(CN1CCCC1=O)c1cccc(Cl)c1` gave SDO1 yeast rescue 0.75, INS promoter inh 20 and SDO1 yeast rescue Rescue 24 h 0.77.
For COc1cc(C(=O)N/N=C2\CCS(=O)(=O)c3ccc(F)cc32)cc(OC)c1OC the results were SDO1 yeast rescue 0.07, INS promoter inh 8 and SDO1 yeast rescue Rescue 24 h -0.55.
Screening CCOC(=O)C1=C(C)NC2=C(C(=O)CC(C)(C)C2)C1c1ccsc1 (configuration not stated) returned SDO1 yeast rescue 1.4, INS promoter inh 40 and SDO1 yeast rescue Rescue 24 h 0.6.
Screening Cc1ccc(-c2cc(C(=O)N/N=C/c3ccco3)n[nH]2)s1 returned SDO1 yeast rescue 2.2 and SDO1 yeast rescue Rescue 24 h 2.3.
`S=c1[nH]nc(-c2cccnc2)n1-c1ccccc1` gave SDO1 yeast rescue 0.1, INS promoter inh -200 and SDO1 yeast rescue Rescue 24 h -0.41.
CCCN1C(=O)/C(=C/c2ccc(C)o2)SC1=Nc1ccc(OC)cc1 was read as SDO1 yeast rescue -0.38, INS promoter inh 7 and SDO1 yeast rescue Rescue 24 h 1.7.
For CO/N=C/c1c(-c2ccc(Cl)cc2)nc2cc(C)ccn12 the results were INS promoter inh -13.
O=C(O)C1CCCCC1C(=O)Nc1ccc2c(c1)OCCO2 (configuration not stated) was read as SDO1 yeast rescue 0.88 and SDO1 yeast rescue Rescue 24 h -1.5.
Screening CCOC(=O)C1=C(CN2CCN(c3ccc(F)cc3)CC2)NC(=O)NC1c1cccs1 (configuration not stated) returned SDO1 yeast rescue -0.42, INS promoter inh -10 and SDO1 yeast rescue Rescue 24 h -0.23.
`Cc1c(C(=O)C(=O)N2CCCc3ccccc32)c2ccccc2n1C` gave SDO1 yeast rescue -0.57 and SDO1 yeast rescue Rescue 24 h -0.25.
`COc1ccccc1-c1cc(C(=O)NCCc2ccccc2)no1` gave SDO1 yeast rescue -1.5, INS promoter inh -38 and SDO1 yeast rescue Rescue 24 h -0.79.

Screens as filed in PubChem BioAssay.

Some of the compounds tested (hit frequency here may not be typical).
